Screening data deposited in PubChem by National Center for Advancing Translational Sciences (NCATS).
DT40 TDP1 no CPT: qHTS for Inhibitors of human tyrosyl-DNA phosphodiesterase 1 (TDP1): qHTS in cells in absence of CPT | Potency, µM (series often up to 46.2 µM), inactives show at the highest dose activity change, negative = growth inhibition, usual class: inhibitors | DT40 Tdp1-/- hTDP1 cells, no CPT, ATP luminescence, 48 h | 420,000 compounds, 15% hits | AID 686978, 2013; further: nearly all actives have a fitted effect of over 55% in size
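No-CPT arm: Tdp1-/-;hTDP1 DT40 cells (400/well) plus compounds, incubated ≥48 hr at 37 °C. Readout CellTiter-Glo luminescence.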
TDP1 cell CPT: qHTS for Inhibitors of human tyrosyl-DNA phosphodiesterase 1 (TDP1): qHTS in cells in presence of CPT. chicken DT40 Tdp1-/-;hTDP1 cells + 20 nM CPT, ATP luminescence, 48 h. Potency, µM (highest dose often 46.2 µM), inactives show at the highest dose activity change, negative = growth inhibition, most hits filed as inhibitors. 420,000 compounds, 12% hits; further: nearly all actives have a fitted effect of over 55% in size
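Chicken DT40 Tdp1-/- cells complemented with human TDP1, 400 cells/well, exposed to compounds plus 20 nM camptothecin for at least 48 h at 37 C; viability read as ATP content by CellTiter-Glo luminescence.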
GCN5L2 inh: qHTS Assay for Inhibitors of GCN5L2. Histone acetyltransferase KAT2A (Homo sapiens), Q92830. GCN5L2 HAT assay, ThioGlo1 CoA-SH fluorescence. Potency, µM (titrated, usually from 58.9 µM), inactives show at the top dose activity change, negative = inhibition, actives largely listed as inhibitors. 390,000 compounds, 0.21% hits
Target sequence (Q92830 whole entry, looked up): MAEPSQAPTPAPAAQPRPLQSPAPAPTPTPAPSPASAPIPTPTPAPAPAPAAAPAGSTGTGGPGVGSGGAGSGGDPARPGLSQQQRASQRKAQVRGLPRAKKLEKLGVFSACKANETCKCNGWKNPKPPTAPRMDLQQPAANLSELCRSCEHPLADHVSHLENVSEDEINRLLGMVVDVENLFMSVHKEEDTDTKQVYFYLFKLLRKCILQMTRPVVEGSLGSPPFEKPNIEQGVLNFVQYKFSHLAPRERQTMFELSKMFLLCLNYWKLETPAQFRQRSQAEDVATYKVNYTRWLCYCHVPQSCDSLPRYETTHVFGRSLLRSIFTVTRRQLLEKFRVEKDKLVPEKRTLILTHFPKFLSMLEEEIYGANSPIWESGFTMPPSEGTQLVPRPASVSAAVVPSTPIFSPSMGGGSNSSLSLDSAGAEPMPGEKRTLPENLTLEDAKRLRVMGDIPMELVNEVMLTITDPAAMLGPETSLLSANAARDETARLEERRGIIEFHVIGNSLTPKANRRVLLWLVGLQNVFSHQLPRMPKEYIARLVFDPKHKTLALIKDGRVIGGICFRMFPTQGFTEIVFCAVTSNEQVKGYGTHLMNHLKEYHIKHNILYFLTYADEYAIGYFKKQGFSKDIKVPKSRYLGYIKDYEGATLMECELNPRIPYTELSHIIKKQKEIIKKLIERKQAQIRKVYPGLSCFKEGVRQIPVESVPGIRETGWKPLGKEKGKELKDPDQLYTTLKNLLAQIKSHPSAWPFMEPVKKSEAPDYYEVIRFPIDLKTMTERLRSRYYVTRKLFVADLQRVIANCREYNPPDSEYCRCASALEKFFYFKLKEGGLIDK
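ThioGlo1-coupled HAT assay: 20nM GCN5L2, 70uM acetyl-CoA, 75uM H3(1-25) peptide, pH 7.5. Fluorescence read at 340/540nm at start and after 20 min at room temperature.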
Active calls of the source: *; ? = inconclusive; nt = not tested or not shown; [ ] = dose if it differs, or a comment. The call rests on the fitted dose curve; in most records, active means well fitted curve in the direction sought with a large enough effect; inconclusive means small, poorly fitted or top-dose-only effect, or another doubt; inactive means no such curve, though single readings can be large; an effect the other way counts as inactive or inconclusive. On the % scale 0 is the no-effect control and ±100 the full control effect; potency means the concentration at half of the fitted maximal effect. Not all compounds are listed; the hit share may differ from the screen's.

Results follow in this order: TDP1 cell CPT | DT40 TDP1 no CPT | GCN5L2 inh
CCN(C(=O)COC(=O)C12CC3CC(CC(NC(C)=O)(C3)C1)C2)C1CCCCC1
  ? | 21µM* | 10%
O=C(Cn1c(=O)cnc2ccccc21)NCC(=O)Nc1ccc(F)c(F)c1
  -1% | -11% | -1%
Cc1ccc(C(=O)NNC(=O)c2ccc(C)cc2)cc1
  8% | 6% | -4%
O=C(O)c1ccc(N/N=C/c2c[nH]c3ccccc23)cc1
  1% | 6% | 17%
N=C1C(c2ccccc2)=C(O)CN1NC(=O)c1ccccc1
  14% | 4% | -14%
CCc1cccc(NC(=O)Cc2nc(-c3ccc(OC)cc3)no2)c1
  ? | ? | -10%
Cc1onc(-c2ccccc2)c1C(=O)OCC(=O)N1CCN(c2ccccc2)CC1
  -21% | ? | -1%
O=C1NCC(c2ccccc2)C1C(=O)N/N=C\c1ccc(-c2ccc(Cl)c(Cl)c2)o1 (centres undefined)
  ? | ? | 0%
CC1(C)SC(=S)N(NC(=O)Nc2ccccc2)C1N(O)C(=O)Nc1ccccc1 (centres undefined)
  -25% | ? | -11%
NC(=O)c1ccc(NC(=O)c2cnc3ccccc3n2)cc1
  -6% | ? | -7%
CCNc1ncc2nc(-c3ccc(OC)cc3)c(=O)n(CCC#N)c2n1
  15% | 6% | -13%
CC(C)CNC(CC(=O)Nc1cccc([N+](=O)[O-])c1)C(=O)O (centres undefined)
  -3% | -1% | 3%
COc1ccc(NC(=S)NC(NC(=O)c2cccc(C)c2)C(Cl)(Cl)Cl)c([N+](=O)[O-])c1 (centres undefined)
  ? | ? | -4%
CC1CCCN(c2csc3ccccc3c2=O)C1 (centres undefined)
  -24% | -18% | ?
CC(C)[C@H](NS(=O)(=O)c1cccc(Cl)c1)C(=O)OCC(=O)NC(=O)CN1CCCC1=O
  10% | 0% | 1%

The listing continues:
Results follow in this order: TDP1 cell CPT | DT40 TDP1 no CPT | GCN5L2 inh
Cc1cc(Nc2c(C)n(C)n(-c3ccccc3)c2=O)n2c(nc3cc(F)c(F)cc32)c1C#N
  -12% | -18% | -8%
Cn1c(C(=O)NC2CCCCCC2)cc2c(=O)n(C)c3ccccc3c21
  15µM* | 16µM* | 7%
O=C(Cn1sc2ccccc2c1=O)Nc1ccc(F)cc1
  2.9µM* | 2.1µM* | nt
COc1cccc(-n2nc(-c3ccnn3-c3ccc(F)cc3)c(=O)n(C)c2=O)c1
  ? | ? | -10%
COC(=O)c1ccc(Cn2c(C)c(C(=O)NCc3ccc([N+](=O)[O-])cc3)sc2=O)o1
  ? | ? | nt
COc1ccc2c(c1)-c1nc(-n3ncc(C(=O)NCc4cccnc4)c3C3CC3)ncc1CC2
  -6%[9.04 µM] | 23µM* | nt
CC(=O)Nc1cccc(C(=O)Nc2cc(C(F)(F)F)ccc2-n2cncn2)c1
  ? | ? | nt
CO/N=C(\c1nonc1N)N1CCN(c2ccc(Cl)cc2[N+](=O)[O-])CC1
  ? | ? | -19%
C[C@H]1CN([C@@H](C)CO)S(=O)(=O)c2ccc(Br)cc2O[C@@H]1CN(C)C(=O)CCN1CCCCC1
  -13% | 6% | nt
CC(=O)n1cc(C2C(=O)CCCC2=O)c2ccccc21
  11% | 1% | -2%
CC(C)NC(=O)COc1coc(CN2CCN(c3ccccc3)CC2)cc1=O
  10% | 3% | -7%
CC(=O)c1ccc(S(=O)(=O)N2CCN(CC(=O)NC(=O)NC3CCCCC3)CC2)cc1
  -24% | ? | -2%
Cc1ccc(CNC(=O)CN2CCN(Cc3ccc(Cl)cc3)C2=O)cc1
  ? | -6% | -1%
Cc1ccccc1Cn1nnc(-c2cccc(C(=O)O)c2)n1
  -20% | -12% | -25%
CC(Oc1ccc(Br)cc1)C(=O)Nc1nnc(C2CC2)s1 (centres undefined)
  5% | 6% | -2%

Retrieved by compound from the entries so far (6):
Results follow in this order: TDP1 cell CPT | DT40 TDP1 no CPT | GCN5L2 inh
CC(Oc1ccc(Br)cc1)C(=O)Nc1nnc(C2CC2)s1 (centres undefined)
  5% | 6% | -2%
Cn1c(C(=O)NC2CCCCCC2)cc2c(=O)n(C)c3ccccc3c21
  15µM* | 16µM* | 7%
CCN(C(=O)COC(=O)C12CC3CC(CC(NC(C)=O)(C3)C1)C2)C1CCCCC1
  ? | 21µM* | 10%
Cc1ccc(C(=O)NNC(=O)c2ccc(C)cc2)cc1
  8% | 6% | -4%
O=C1NCC(c2ccccc2)C1C(=O)N/N=C\c1ccc(-c2ccc(Cl)c(Cl)c2)o1 (centres undefined)
  ? | ? | 0%
Cc1ccc(CNC(=O)CN2CCN(Cc3ccc(Cl)cc3)C2=O)cc1
  ? | -6% | -1%

In the list so far, these contain a nitro group on carbon:
Results follow in this order: TDP1 cell CPT | DT40 TDP1 no CPT | GCN5L2 inh
CC(C)CNC(CC(=O)Nc1cccc([N+](=O)[O-])c1)C(=O)O (centres undefined)
  -3% | -1% | 3%
COc1ccc(NC(=S)NC(NC(=O)c2cccc(C)c2)C(Cl)(Cl)Cl)c([N+](=O)[O-])c1 (centres undefined)
  ? | ? | -4%
COC(=O)c1ccc(Cn2c(C)c(C(=O)NCc3ccc([N+](=O)[O-])cc3)sc2=O)o1
  ? | ? | nt
CO/N=C(\c1nonc1N)N1CCN(c2ccc(Cl)cc2[N+](=O)[O-])CC1
  ? | ? | -19%

Next part:
Results follow in this order: TDP1 cell CPT | DT40 TDP1 no CPT | GCN5L2 inh
O=C(NCc1ccccc1Cl)c1csc([C@@H]2O[C@H](CO)[C@H](O)[C@H](O)[C@H]2O)n1
  -18% | -20% | nt
COC(=O)c1ccc(-c2ccc(/C=N/N3C(=O)C4C5C=CC(C6CC56)C4C3=O)o2)cc1 (centres undefined)
  ? | 18µM* | -1%
Cc1ccc(-c2nc3cccnc3o2)cc1NC(=O)COc1ccc(Cl)cc1C
  ? | ? | 2%
Cc1ccccc1-c1nc(CN2CCN(C(=O)c3ccco3)CC2)c(C)o1
  ? | -24% | -9%
NS(=O)(=O)c1ccc(NC(=O)c2ccc3c(c2)OCO3)cc1
  8% | 0% | -15%
COc1ccc(C2CC(c3ccccc3)=NN2C(=O)COC(=O)C2(C)CC2(Cl)Cl)cc1 (centres undefined)
  ? | ? | 1%
O=C(NC(=S)N1CCN(Cc2ccccc2)CC1)c1cccnc1
  16µM* | 21µM* | 1%
O=c1[nH]c2ccccc2c(O)c1SCCO
  12% | -1% | -6%
COc1ccc(Cl)cc1C(=O)NCC(c1ccc(N(C)C)cc1)N1CCCC1 (centres undefined)
  ? | ? | -12%
CCOc1ccc(OCCC(=O)OCC(=O)Nc2ccc(C)c(S(=O)(=O)N3CCCCC3)c2)cc1
  -17% | -6% | -13%
COc1ccc(CCNC(=O)CN(C)S(=O)(=O)c2cccs2)cc1OC
  5% | -7% | 0%
CCCCN(C(=O)C1CC(=O)N(c2ccc3c(c2)OCCO3)C1)c1c(N)n(CCCC)c(=O)[nH]c1=O (centres undefined)
  -2% | -3% | -6%
CCc1nc2ccc(C(=O)NCCCN3CCCC3=O)cn2c1N(C)CCC(C)C
  ? | ? | nt
Cc1cc(NC(=O)CSc2nnc(Nc3ccccc3C)s2)no1
  ? | 4% | 0%
Cc1cnn(Cc2ccccc2)c1N
  -7% | 12% | -2%

More records.
Results follow in this order: TDP1 cell CPT | DT40 TDP1 no CPT | GCN5L2 inh
CC(C)c1ccc(CNc2nc(NCC3CC3)nc3ccsc23)cc1
  9.2µM* | 10µM* | nt
COc1ccc(C(=O)Nc2cccc3cccnc23)cc1OC
  ? | ? | -5%
Cc1ccc(NC(=O)/C=C/c2cccc([N+](=O)[O-])c2)nc1
  7% | 4% | 0%
CCCCc1n[nH]c2c1/C(=N/O)CC(c1ccccc1)C2 (centres undefined)
  ? | ? | ?
Oc1ccc(/C=N/Nc2cc(N3CCCC3)nc(N3CCCC3)n2)cc1O
  18µM* | 21µM* | -4%
Cc1cccc(NCC(=O)NNC(=S)Nc2ccccc2)c1
  8% | 0% | 2%
CCCSCCCNC(=O)Cn1cc2c(n1)CCCCC2
  ? | ? | -2%
O=C(ON=C1CCSCC1)c1ccccc1
  -8% | -17% | nt
Cc1ccc(-c2cc(=O)c3ccccc3[nH]2)cc1
  16µM* | 9.2µM* | -23%[135 µM]
Cc1nn(C)cc1CNC(=O)c1cnn2c(C(F)F)cc(C3CC3)nc12
  9% | ? | 0%
Nc1ncnc2c1ncn2[C@H]1O[C@@H](CSCC[C@@H](N)C(=O)O)[C@H](O)[C@@H]1O
  17% | -1% | 12%
CN(C)CCCNc1c2c(nc3ccccc13)CCC2
  ? | 15µM* | -6%
Cn1c(=O)c2c(ncn2CC(=O)Nc2cc(Cl)cc(Cl)c2)n(C)c1=O
  ? | ? | 2%
Cc1cn(CC(=O)NCCN2CCOCC2)c(=O)[nH]c1=O
  -1% | 0% | nt
O=C(NNC(=S)Nc1ccccc1)c1ccc2ncccc2c1
  0% | -24% | -3%

Next section:
Results follow in this order: TDP1 cell CPT | DT40 TDP1 no CPT | GCN5L2 inh
O=C(NC(=S)NCC1CCCO1)c1ccc([N+](=O)[O-])cc1 (centres undefined)
  6% | -2% | -1%
Nc1ncccc1C(=O)OCC(=O)N1CCN(S(=O)(=O)c2ccc(Cl)cc2)CC1
  ? | ? | 1%
O=C(NCCc1ccccc1)c1ccc(OCCOc2ccccc2)cc1
  0% | 3% | -3%
Cc1ccc2[nH]c(=O)c(C(c3nnnn3C3CCCC3)N(Cc3cccnc3)Cc3ccco3)cc2c1 (centres undefined)
  ? | ? | ?
CC(=O)c1ccc(NC(=O)c2ccc(N3C(=O)c4cccnc4C3=O)cc2)cc1
  0% | 0% | -2%
O=C(C[n+]1cccc(Br)c1)c1ccc2c(c1)CCCC2
  ? | ? | nt
Cc1occc1-c1nnc(SCC(=O)Nc2ccccc2)n1Cc1ccccc1
  -20% | ? | -3%
CN(C)CCNc1oc(-c2cccc(Cl)c2)nc1C#N
  0% | ? | -18%
COC(c1ccccc1)c1nnc(CCC(=O)NCCc2ccc(Cl)cc2)o1 (centres undefined)
  -28% | 6% | -9%
O=S(=O)(NCCc1csc(-c2cccnc2)n1)c1cccc(F)c1
  -21% | -16% | 1%
CCCCN(C=O)c1c(CC)nc2ccc(C(=O)NCc3ccccc3OC)cn12
  ? | ? | nt
O=C1N(c2ccccc2)CCN1c1ccccc1
  6% | -3% | -5%
Brc1ccccc1OCCCN1CCCCCC1
  -28% | ? | -1%
O=C(N/N=C/c1sc(N2CCOCC2)nc1-c1ccccc1)c1ccc(O)cc1
  ? | ? | -22%
CCNC(=S)Nc1ccc(-c2nc3ccccc3[nH]2)cc1
  6% | ? | 1%

The list continues.
Results follow in this order: TDP1 cell CPT | DT40 TDP1 no CPT | GCN5L2 inh
CC(C)Oc1ccc(C(=O)Nc2ncn[nH]2)cc1
  2% | -2% | -3%
CCSC1=NC2(CCN(C(=O)NC3CCCCC3)CC2)N=C1c1ccc(C)c(C)c1
  -7% | -1% | 29%
CC(C)CN(C(=O)COC(=O)CNC(=O)c1ccccc1)c1c(N)n(Cc2ccccc2)c(=O)[nH]c1=O
  7% | -17% | -2%
CCCN(CC(=O)Nc1ccccc1C)C(=O)c1ccc(N2CCCC(C)C2)c([N+](=O)[O-])c1 (centres undefined)
  ? | ? | nt
COc1cccc(-c2ccc(NC(=O)C3CCCN(Cc4ccco4)C3)cc2)c1 (centres undefined)
  ? | 16µM* | nt
O=C(C[n+]1ccccc1)N/N=C/c1ccc(Cl)cc1
  5% | 11% | -1%
Cc1ccc(S(=O)(=O)N2CCOCC2)cc1NC(=O)COC(=O)c1cnccn1
  -1% | 9% | 1%
O=C(COc1ccccc1)NCCSCc1ccccc1Cl
  2% | -4% | -19%
O=C(CSc1ccccc1)NCc1ccc(F)cc1
  -1% | -3% | -2%
COc1cccc(CNC(=O)C2CCCN(S(=O)(=O)c3c(C)n[nH]c3C)C2)c1 (centres undefined)
  -10% | -16% | -4%
COc1ccccc1NS(=O)(=O)c1cc(NC(=O)c2ccccc2F)ccc1N1CCOCC1
  16µM* | 13µM* | -4%
CCc1cc2c3c([nH]c2cc1S(=O)(=O)NCCCOC)CC(C)(C)CC3=O
  ? | -36% | 1%
CCOc1ccccc1-n1c(SCC(N)=O)nnc1-c1ccccc1
  -16% | -5% | 0%
COc1ccc(C(=O)NCC(=O)N2CCCC(C(F)(F)F)C2)cc1OC (centres undefined)
  8% | 5% | -8%
COc1ccccc1N1CCN(C(CNC(=O)C(=O)NCCN(C)C)c2cccnc2)CC1 (centres undefined)
  -11% | -19% | -4%
COc1cc(C=O)ccc1OCC(=O)Nc1cccc(S(=O)(=O)N(C)c2ccccc2)c1
  ? | 12µM* | -1%
COc1cccc(-n2c(SCC(=O)c3ccccc3)nc3c([nH]c4ccccc43)c2=O)c1
  ? | ? | -4%
